mIAP inh = inhibitors of mouse IAP, primary screen, biochemical, luminescence, uHTS; intestinal alkaline phosphatase [Mus musculus]; purified mouse IAP, CDP-Star luminescence, 30 min; inhibition, % at 10 µM; 0.2% of 330,000 active;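 active = inhibition of at least 40% at 10 µM in the primary screen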;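 also: plate controls were DMSO with enzyme for no effect and no enzyme wells for full effect; values of inactives mirror those of a sister screen read the other way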
A3A deaminase = APOBEC3A ssDNA deaminase inhibitors, primary screen, selectivity assay for APOBEC3G inhibitor project, biochemical, FAM/TAMRA oligo cleavage fluorescence. DNA dC->dU-editing enzyme APOBEC-3A (Homo sapiens), P31941. recombinant A3A, FAM/TAMRA ssDNA deamination fluorescence. inhibition, % at 20 µM. 0.41% of 330,000 active;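 active = at least 40% inhibition at 20 µM here, with at most 30% in a related deaminase screen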;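 also: plate controls were A3A with DMSO for no effect and wells lacking A3A enzyme for full effect; some results filed as inactive read as strong as hits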
Target sequence (P31941 whole entry, looked up): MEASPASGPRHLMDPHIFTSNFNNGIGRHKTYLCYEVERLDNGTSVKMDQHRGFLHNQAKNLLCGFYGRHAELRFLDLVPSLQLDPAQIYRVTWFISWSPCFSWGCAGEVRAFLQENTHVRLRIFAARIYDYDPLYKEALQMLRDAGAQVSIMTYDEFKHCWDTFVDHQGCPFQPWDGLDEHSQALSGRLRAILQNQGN
beta cell repl = inducers of MIN6 beta-cell proliferation, primary screen, ATP luminescence, uHTS. proliferation, % at 10 µM. MIN6 cells proliferation, ATPlite luminescence, 48 h; cells starved in 0.2% serum; 100% = growth in 10% serum. 0.29% of 330,000 active;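 active = compounds whose signal lies at least 3.5 SD above the mean of all wells on their plate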;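 also: 0% = DMSO-treated cells in low-serum medium and 100% = 10% serum control; some compounds called inactive have numbers as strong as hits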
A3G deaminase = APOBEC3G DNA deaminase inhibitors, primary screen, biochemical, fluorescence, single-stranded DNA substrate, uHTS; DNA dC->dU-editing enzyme APOBEC-3G (Homo sapiens), Q9HC16; recombinant A3G, ssDNA deamination FAM/TAMRA fluorescence; inhibition, % at 20 µM; 0.28% of 330,000 active;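 active = inhibition of at least 40% at 20 µM, with no more than 30% in the related APOBEC3A deaminase screen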;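 also: plate controls were DMSO wells with A3G for no effect and wells lacking A3G enzyme for full effect; some compounds called inactive have numbers as strong as hits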
MPTP inh = mitochondrial permeability transition pore inhibitors, primary screen, biochemical, isolated mouse mitochondria, absorbance; AID 602449, 2012; inhibition, % at 10 µM; Ca2+ swelling absorbance, 30 min; 1.4% of 360,000 active;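 active = inhibition of 50% or more, scaled per plate between neutral and stimulator controls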;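 also: 0% = DMSO wells given calcium and 100% = 1 mM EGTA wells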
mIAP act = activators of mouse IAP, primary screen, biochemical, luminescence, uHTS | 0.24% of 330,000 active | activation factor at 10 µM | intestinal alkaline phosphatase [Mus musculus] | muIAP, CDP-Star luminescence, 30 min; hits give high values; 1 = vehicle-only enzyme signal, 0 = enzyme-free wells;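 active = activation factor of at least 2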; also: the source names both 10 and 20 µM as test concentration; values of inactives mirror those of a sister screen read the other way
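System: Mouse IAP enzyme | Also added: CDP-Star substrate | Dosing: Compounds dispensed in DMSO | Schedule: 30 min enzyme-substrate-compound incubation at room temperature | Technique: Chemiluminescence readout | Control set: DMSO-only wells and no-enzyme negative control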
hIAP activ = human IAP activators, primary screen, biochemical, luminescence, uHTS; Intestinal-type alkaline phosphatase (Homo sapiens), P09923; 0.16% of 330,000 active; activation factor at 10 µM; purified human IAP, CDP-Star luminescence, 30 min; hits give high values; 1 = vehicle-only enzyme, 0 = enzyme-free background;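 active = activation factor of the enzyme at least 2-fold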; also: the source names both 10 and 20 µM as test concentration; values of inactives mirror those of a sister screen read the other way
Target sequence (P09923 whole entry, looked up): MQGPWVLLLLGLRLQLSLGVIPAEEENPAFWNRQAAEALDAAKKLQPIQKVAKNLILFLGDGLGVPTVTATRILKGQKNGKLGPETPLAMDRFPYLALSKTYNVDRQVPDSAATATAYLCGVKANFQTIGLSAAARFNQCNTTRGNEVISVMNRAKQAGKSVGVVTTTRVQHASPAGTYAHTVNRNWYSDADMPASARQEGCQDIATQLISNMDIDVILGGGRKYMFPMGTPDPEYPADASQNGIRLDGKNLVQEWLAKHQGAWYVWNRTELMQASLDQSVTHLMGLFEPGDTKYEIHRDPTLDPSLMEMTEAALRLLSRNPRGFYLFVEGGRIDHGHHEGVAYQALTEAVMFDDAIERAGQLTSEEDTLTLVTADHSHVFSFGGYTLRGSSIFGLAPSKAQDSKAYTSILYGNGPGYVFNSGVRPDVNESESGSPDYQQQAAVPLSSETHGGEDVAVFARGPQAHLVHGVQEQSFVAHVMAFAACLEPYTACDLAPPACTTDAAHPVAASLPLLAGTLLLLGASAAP
ATG4B inhibitor = ATG4B protease inhibitors, primary screen, biochemical, fluorescence, uHTS | Cysteine protease ATG4B (Homo sapiens), Q9Y4P1 | ATG4B cleavage of LC3-PLA2, NBD-HPC fluorescence, 1 h | inhibition, % at 8.33 µM | 0.51% of 340,000 active; in the data active = inhibition above about 40%
hIAP block = human IAP inhibitors, primary screen, biochemical, luminescence, uHTS; 0.12% of 330,000 active; inhibition, % at 10 µM; AID 2544, 2010; Intestinal-type alkaline phosphatase (Homo sapiens), P09923; purified IAP, CDP-Star luminescence, 30 min;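 active = inhibition reaching a set limit with compound at 10 µM in the primary screen, cut at about 35% in these data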;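 also: plate controls were DMSO wells with enzyme for no effect and no-enzyme buffer wells for full effect; values of inactives mirror those of a sister screen read the other way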
Starred values were filed as active, the others as inactive.

SMILES	mIAP inh	A3A deaminase	beta cell repl	A3G deaminase	MPTP inh	mIAP act	hIAP activ	ATG4B inhibitor	hIAP block
CC(C)NC(=O)/C(=C/c1ccco1)c1ccccc1	-5.0	-0.3	-3.3	17.7	0.2	1.05	1.03	0.3	-2.9
CNC(=O)Nc1cccc2cccnc12	4.5	2.4	-2.0	-2.5	-1.3	0.955	0.986	-0.1	1.4
CCn1c(C)nc2cc(C(=O)NNS(=O)(=O)c3ccc(C)c(C)c3)ccc21	1.1	-0.9	2.9	-3.3	3.9	0.989	0.991	-3.5	1.0
C1=CC2CCC1ON2c1ccccc1 (stereo not drawn)	6.0	2.8	-0.6	-2.6	-0.6	0.94	0.994	2.9	0.6
O=C(NCCCN1CCOCC1)c1ccc2c(=O)n(-c3ccc(F)c(Cl)c3)c(=S)[nH]c2c1	1.4	-2.1	-2.7	-8.3	35.3	0.986	0.954	-3.4	4.6
N=c1c2c(ncn1CCN1CCOCC1)Oc1ccc3ccccc3c1C2c1ccccc1 (stereo not drawn)	-20.1	-0.9	-6.0	-3.8	-4.1	1.2	0.994	10.9	0.6
O=C(CN(c1ccccc1)S(=O)(=O)c1ccccc1)N1CCN(Cc2ccc3c(c2)OCO3)CC1	-8.3	-0.6	-2.1	-3.8	10.2	1.08	1.05	-11.4	-4.8
COC(=O)Nc1nn(-c2ccc(C)cc2)c(=O)c(C#N)c1C	-3.8	0.1	-1.3	-2.5	-0.3	1.04	1.05	4.2	-5.4
CC1(C)CC(=O)C(C(c2ccco2)C2C(=O)CC(C)(C)CC2=O)C(=O)C1	10.7	5.0	-2.7	11.9	6.1	0.893	1.01	5.9	-1.4
CCn1c(SCc2cc(=O)[nH]c3ccccc23)nnc1C1CC1	-1.3	1.8	-0.3	-5.1	5.9	1.01	0.961	-1.1	3.9
OCC1(CO)COC(/C=C/c2ccccc2)=N1	1.1	-3.6	-2.2	-8.4	-0.3	0.989	1.22	4.2	-21.6
COC(=O)c1ccc(NC(=O)CSc2nnc(CNc3ccc(OC)cc3)n2C)cc1	5.2	-4.0	-0.6	-5.5	2.9	0.948	0.932	-13.9	6.8
COCCn1c(Cc2ccccc2)nnc1SCC(=O)N1CCCC1=O	-9.7	-4.7	0.4	-15.3	0.6	1.1	0.965	-10.2	3.5
O=C(NCC1COc2ccccc2O1)C1CCCN(S(=O)(=O)c2cnc[nH]2)C1 (stereo not drawn)	0.8	4.6	2.2	0.1	-2.0	0.992	0.987	-8.5	1.3
CN(C(=O)c1ccc(NC(=O)Cc2cccc(NC(=O)C3CCN(C(=O)c4ccccc4)CC3)c2)cc1)C1CCCC1	-25.6	-0.4	-5.6	-4.0	0.2	1.26	0.951	-9.6	4.9
CC(=O)Nc1nc2c(s1)C(=O)NCCC2	-10.4	-1.8	-3.1	-3.5	-2.2	1.1	0.968	-1.8	3.2
CCOC(=O)C1C(=O)NCC2CCCC21 (stereo not drawn)	-6.4	-1.8	-0.8	-3.1	-1.6	1.06	1.13	0.1	-12.8
COc1ccc(S(=O)(=O)N2CCC(C)CC2)cc1OC	-3.9	-1.6	-1.5	-5.2	0.2	1.04	0.921	-6.2	7.9
Oc1ccc2nc(Cc3ccccc3)[nH]c2c1	12.3	0.0	-0.3	-2.6	-0.8	0.877	0.985	-6.2	1.5
CSc1ccc(Cl)c(C(=O)NCCCn2ccnc2)c1	7.6	0.1	-3.5	-8.0	0.0	0.924	1.09	-2.4	-9.4
NC(=S)c1cc2cc(Br)ccc2oc1=O	38.5	-3.3	0.6	-7.1	0.1	0.615	1.34	3.1	-34.0
O=C(C1=C(O)C(=O)N(CCN2CCOCC2)C1c1cccc(Br)c1)c1cccs1 (stereo not drawn)	4.8	-0.1	-0.4	-4.2	0.8	0.952	1.05	1.6	-5.2
CCC1(CC)C(=O)N(C)C(=O)NC1=Nc1ccc(OC)cc1	-7.6	-3.0	-1.3	-5.1	-0.3	1.08	1.03	-3.5	-2.8
CC(C)OCCCNC(=O)C1CCC(CNS(=O)(=O)c2ccccc2)CC1 (stereo not drawn)	-5.3	1.3	0.0	-5.1	-0.9	1.05	0.99	8.9	1.0
Cn1c(CCN2CCCCC2)nc2cc(NC(=O)COc3ccc(Cl)cc3)ccc21	-4.2	-4.8	-3.4	-3.4	-1.3	1.04	1.21	-5.2	-20.7
Next part
SMILES	mIAP inh	A3A deaminase	beta cell repl	A3G deaminase	MPTP inh	mIAP act	hIAP activ	ATG4B inhibitor	hIAP block
Cc1ccc(/C=N/n2cnc3sc(-c4ccccc4)cc3c2=O)o1	8.0	-1.0	0.0	-10.5	-1.1	0.92	1.18	-3.3	-17.7
CCOc1ccc(OCc2ccc(C(=O)Nc3ccc(Cl)cn3)o2)cc1	16.1	2.2	-1.5	-0.8	0.8	0.839	0.689	10.2	31.1
Cc1ccc(S(=O)(=O)Nc2ccccc2F)cc1C(=O)N1CCN(c2ccccc2O)CC1	1.7	-5.1	4.0	-6.5	-0.5	0.983	1.06	-55.8	-6.2
O=C(O)c1cccc(S(=O)(=O)NCc2cccs2)c1	1.2	-0.4	2.1	-2.5	-1.3	0.988	0.823	-5.6	17.7
Nn1c(SCC(=O)Nc2cc(S(=O)(=O)N3CCOCC3)ccc2Cl)nnc1-c1cccnc1	4.5	-0.7	-2.5	-11.0	0.2	0.955	0.971	-1.4	2.9
CCC1Oc2ccc(C)cc2N(CC(=O)NCCN2CCOCC2)C1=O (stereo not drawn)	2.9	-2.2	0.5	-6.5	1.7	0.971	1	4.4	-0.1
CC(C)c1csc(CN2CCCC(CNC(=O)c3cccc4ccccc34)C2)n1 (stereo not drawn)	-5.1	-1.3	-0.8	-3.8	0.3	1.05	1.06	7.4	-5.7
COc1ccccc1OCc1nnc(SCC(=O)N2CCCC2)o1	-0.3	0.1	0.8	-5.1	-0.5	1	0.954	-3.4	4.6
S=C(NCCCn1ccnc1)NC1CCCCC1	4.2	-2.1	1.6	-1.7	-2.3	0.958	0.978	0.2	2.2
Cc1ccc(NC(=O)Nc2nnc(-c3ccccc3)o2)cc1	-9.2	1.9	-0.1	1.6	7.3	1.09	1.18	-4.3	-18.0
CCOc1ccc(OCCn2c(SCC(=O)O)nc3ccccc32)cc1	3.8	-0.8	-2.1	-2.4	0.7	0.962	1	2.7	-0.3
Cc1nc2nc(C)c(CCC(=O)N3CCN(c4ccccc4)CC3)c(C)n2n1	3.8	-4.2	-1.0	-2.8	0.2	0.962	0.87	-12.3	13.0
CC(=O)c1ccccc1OCCOc1ncnc2sccc12	-2.9	0.6	-1.8	-3.6	5.1	1.03	0.939	-2.6	6.1
Cc1ccc(Cn2ccc(NC(=O)c3c(-c4ccccc4Cl)noc3C)n2)cc1	-11.0	-4.3	-1.5	-4.1	-8.5	1.11	1.01	-17.7	-1.2
CCCCCCSc1ccc(-c2nc3ccc(Cl)cn3c2NC2CCCCC2)cc1	4.1	-1.6	-2.3	8.0	-1.0	0.959	0.853	9.3	14.7
COCc1cc(C)nc(SCC(=O)Nc2ccccc2N2CCOCC2)c1C#N	-13.9	-0.2	-0.2	-3.3	-1.1	1.14	1.39	3.0	-38.6
Cc1ccccc1CSCC(=O)NC(=O)NC(C)(C)C	-6.6	-1.1	-2.5	1.5	2.0	1.07	1.09	-5.7	-9.0
Cc1cc(NC(=O)CSc2nc3ccccc3[nH]2)no1	24.6	-0.8	0.9	-5.1	1.1	0.754	1.06	-5.0	-5.6
COc1ccccc1C(=O)O/N=C(\N)c1ccccc1Cl	4.8	2.3	-3.0	-9.1	-0.2	0.952	1.12	11.2	-12.1
O=C1C2C3CCC(C3)C2C(=O)N1Cc1ccccc1 (stereo not drawn)	7.5	4.4	-2.1	1.5	0.3	0.925	0.944	-5.0	5.6
O=[N+]([O-])c1ccc(O)c(-c2nn[nH]n2)c1	5.5	1.0	0.4	-4.5	-4.4	0.945	0.853	0.8	14.7
O=C(CSc1nc2c(c(=O)n1-c1ccc(Cl)cc1)SCC2)Nc1ccc2c(c1)OCCO2	-10.1	-4.3	-4.1	-13.7	-1.8	1.1	1.14	9.1	-13.8
COc1ccccc1Nc1nc(N)nc(CSC(=S)N2CC(C)CC(C)C2)n1 (stereo not drawn)	7.6	-1.5	-5.7	-1.1	2.9	0.924	0.947	3.6	5.3
Cn1nnc(NC(=O)c2ccco2)n1	3.6	0.5	-2.0	-3.1	3.2	0.964	0.923	5.2	7.7
CCn1c(CNC(=O)c2ccc(Cl)cc2)nnc1SCC(=O)N1CCOCC1	3.5	-0.2	0.2	-4.4	0.6	0.965	1.12	1.8	-11.9
Continued.
SMILES	mIAP inh	A3A deaminase	beta cell repl	A3G deaminase	MPTP inh	mIAP act	hIAP activ	ATG4B inhibitor	hIAP block
Cc1ccc(/C=N/NC(=O)c2nnn(-c3nonc3N)c2-c2cccs2)cc1	2.6	-4.6	-1.0	-4.2	-0.6	0.974	0.891	-20.8	10.9
Cn1c(Sc2ccccc2Cl)c(C=O)c2ccccc21	0.3	-1.3	-5.0	-0.2	-4.6	0.997	0.928	6.3	7.2
CCCCC1CCC(C(=O)Nc2ccc(N3CCOCC3)cc2N2CCOCC2)CC1 (stereo not drawn)	9.0	-3.9	-7.2	-8.4	1.0	0.91	1.05	-2.4	-4.7
CCc1nnc(NC(=O)CSc2nnc(COc3ccccc3)n2Cc2ccccc2)s1	7.1	-0.9	-0.5	-7.9	7.2	0.929	1.55	1.9	-55.2
CSc1ccc(C2Nc3cccc4cccc(c34)N2)cc1	19.0	-6.9	-4.2	-0.8	1.9	0.81	0.899	4.9	10.1
O=C(OC(C(=O)Nc1ccc(Cl)cc1C(F)(F)F)c1ccccc1)C1=COCCO1 (stereo not drawn)	3.4	-2.6	0.0	-1.8	3.2	0.966	0.9	-5.8	10.0
CCCS(=O)(=O)NCc1cn2c(C)csc2n1	1.6	-4.7	4.0	-9.2	-2.0	0.984	0.746	0.8	25.4
C=CCON/C(CCC)=C1\C(=O)C(C(=O)OC)C(C)(C)CC1=NC (stereo not drawn)	5.9	1.7	5.2	3.1	0.7	0.941	1.03	10.1	-3.2
C[C@H](CO)N1C[C@H](C)[C@@H](CN(C)S(=O)(=O)c2cccs2)Oc2c(NS(=O)(=O)c3cn(C)cn3)cccc2C1=O	4.1	1.2	-2.1	-2.7	-3.1	0.959	1.04	-9.8	-4.1
O=S(=O)(c1ccc2ccccc2c1)N1CCN(C(=S)Nc2ccc(F)cc2)CC1	4.4	-2.0	-1.1	-2.2	12.9	0.956	0.983	-8.0	1.7
N#CC1=C(N)S[C@@H](C(=O)c2ccc(F)cc2)[C@@H]1c1cccs1	12.0	-5.3	-0.3	-6.3	2.8	0.88	1.02	-14.8	-1.8
COc1ccccc1NC(=O)CSc1nnnn1Cc1ccccc1	1.6	2.9	-1.2	0.3	-1.7	0.984	0.951	-4.5	4.9
Cc1cc(C(=O)NCc2ccccc2Br)no1	1.1	-0.3	-0.6	-3.9	-0.8	0.989	0.885	2.2	11.5

Assay outcomes from PubChem BioAssay.
